# Bioassay records from PubChem.
# NCI-60 one-dose screen, 48 h, at 10 µM unless noted. Numbers give growth in % (100 = growth as untreated, 0 = no growth, -100 = all killed).
# ACHN: ACHN renal cancer | AID 1794771 | 4.9% of 81,000 active
# NCI-H322M: NCI-H322M lung cancer; 2.7% of 80,000 active
# CAKI-1: CAKI-1 renal cancer; 4.7% of 75,000 active
# UO-31: UO-31 renal cancer. 5.2% of 81,000 active. AID 1794768
# NCI-H522: NCI-H522 lung cancer; 8% of 78,000 active; AID 1794739
# RXF 393: RXF 393 renal cancer cells | 6.9% of 77,000 active | AID 1794773
# NCI-H460: NCI-H460 lung cancer. 6.8% of 82,000 active
# 786-0: 786-0 renal cancer cells; 5.1% of 81,000 active; AID 1794775
# TK-10: TK-10 renal cancer cells; 3.9% of 81,000 active
# An asterisk follows results filed as active; · = not tested or not shown; & = joins results of further samples. The calls were made as follows: active = growth percent below 10; inactive = the rest.
SMILES,ACHN,NCI-H322M,CAKI-1,UO-31,NCI-H522,RXF 393,NCI-H460,786-0,TK-10
C=C1C(=O)O[C@H]2[C@H]1CC/C(COC(=O)N1CCC[C@H]1C(=O)Nc1ccc(OC)c(C(N)=O)c1O)=C\CC[C@@]1(C)O[C@@H]21,30.6,90.6,·,41.2,-28.1*,-12.7*,73.9,41.4,-4.1*
CSc1ccc(Cl)cc1,104.9,108.6,·,87.3,83.6,106.5,105.1,99.8,104.6
NC1=C(C/C(N)=N\O)C(c2ccccc2)c2c(ccc3ccccc23)O1 (stereo not drawn),84.1,93.0,67.7,51.5,86.8,107.4,100.1,98.2,202.3
Cc1nc(NC(=O)C(C)(C)C)sc1[N+](=O)[O-],100.6,98.9,88.9,75.6,87.5,122.9,100.3,99.1,97.4
Nc1cccc(CO)c1,105.1,109.3,99.0,85.8,90.3,·,100.6,98.3,105.2
CCCCCCC1OCC(CC)C(CCC)O1 (stereo not drawn),103.5,110.0,106.8,89.3,92.0,115.8,101.1,103.5,98.2
CC(C)(C)c1ccc(OC(=O)Nc2ccccc2)cc1,102.0,94.4,103.8,87.0,100.1,118.3,111.2,83.8,98.7
Nc1cccc(C(=O)Nc2ccc3c(O)cc(S(=O)(=O)O)cc3c2)c1,99.6,79.8,93.2,86.5,105.2,·,104.7,112.9,106.2
COc1ccc2nc(NC(=O)CSC(=S)N3CCN(C)CC3)sc2c1,101.2,125.9,89.0,113.2,·,107.8,·,105.5,111.6
Cc1cccc(C)c1N1C(N)=NC(N)=NC1(C)C,109.3,97.2,99.3,88.0,101.1,112.3,97.6,100.7,112.5
O=CN1CCc2ccc([N+](=O)[O-])cc21,94.9,95.1,85.1,69.8,91.7,100.7,106.3,·,103.8
COc1ccc(Oc2coc3cc(OC(=O)C(C)(C)C)ccc3c2=O)cc1,107.4,104.3,93.2,84.2,88.3,108.4,104.0,98.7,98.6
CC1(C)CC(=O)C=C(Nc2ccc(O)cc2)C1,107.6,96.6,85.0,89.5,86.0,103.4,113.7,98.6,109.4
NS(=O)(=O)c1ccc(N=Nc2c(O)n(CC(=O)Nc3ccccc3Br)c3ccccc23)cc1,13.9,50.3,23.7,14.4,32.6,27.6,26.4,20.1,63.3
CC(=O)OCC(COC(C)=O)(COC(C)=O)COC(C)=O,109.8,99.5,103.3,84.7,99.4,104.0,104.3,111.9,108.4
N#C/C(=C\c1ccc(-c2ccc(F)cc2)o1)C(=O)Nc1ncc(Cc2ccc(Cl)cc2Cl)s1,9.0*,13.8,14.2,2.7*,-8.8*,·,-74.2*,-28.3*,-4.4*
COc1ccc2nc3ccccc3c(NCc3ccc(C)cc3)c2c1,16.3,30.3,26.2,13.4,26.4,6.2*,10.0,15.8,47.0
FC(F)(F)c1nc2ccccc2n1Cc1nnc(SCc2cn(-c3cccc(Cl)c3)nn2)o1,100.8,94.3,100.3,85.1,66.6,104.7,96.9,91.8,66.8
CCc1c(Nc2ccccc2C)nc(N)[nH]c1=O,105.8,102.9,90.9,90.7,99.0,111.9,107.6,109.1,105.2
COc1ccc(/C=C/C(=O)c2ccc(B(O)O)cc2)cc1O,93.9,96.3,·,60.8,85.6,81.4,73.2,84.9,103.5
COc1cc2nc3c(=O)n(CCN(C)C)cnn3c(=O)c2cc1OC,105.1,95.2,·,89.6,89.0,107.6,104.6,104.7,102.8
CC(C)N(CCOC(=O)c1cc(I)c(-c2ccccc2)cc1O)C(C)C,105.5,97.4,94.3,45.0,85.5,94.1,105.4,93.5,102.1
COc1nc(OC)nc(-c2cc(C(=O)c3ccc(Br)cc3)n3cc(C)cc(C)c23)n1,18.5,81.8,64.8,71.0,57.7,11.9,34.8,12.0,82.1
O=C(Nc1ccccc1O)c1ccc(-c2ccc(Cl)cc2Cl)o1,102.2,100.6,78.7,74.0,91.4,79.7,98.2,88.2,101.9
O=C(COc1ccc(/C=C2\CSc3ccccc3C2=O)cc1)Nc1nccs1,104.0,87.9,87.5,75.7,7.5*,·,107.2,95.7,85.5
CCOC(=O)c1sc2nc(-c3cccc(O)c3)nc(N3CCOCC3)c2c1C,58.3,70.7,72.3,25.4,46.1,18.4,68.2,67.7,79.1
COc1cc(/C=C/C(=O)c2ccc(NC(=O)CSc3nnc(-c4cc(-c5ccc(S(N)(=O)=O)cc5)nc5ccccc45)n3-c3ccccc3)cc2)cc(OC)c1OC,94.5,98.6,94.5,82.5,87.4,99.8,93.4,102.8,122.7
COc1nc(OC)c2[nH]cnc2n1,107.6,115.6,95.4,90.7,104.3,97.2,104.4,100.2,104.3
O=C(c1ccc(-c2nc(CSc3nc4ccccc4s3)no2)cc1)N1CCC(F)(F)CC1,65.1,95.2,64.7,62.0,39.9,99.3,73.9,79.7,63.5
NC(N)=N/N=C(/CC(=O)c1ccccc1)c1ccccc1,98.1,·,103.4,·,103.3,93.6,·,99.7,127.3
O=C(c1ccccc1)c1ccc2nc(-c3cccc(Br)c3)[nH]c2c1,81.9,101.3,71.3,102.8,61.0,86.2,84.6,95.6,123.8
C=CCN1CCN(C(=S)SCc2cc(=O)oc3ccc(C)cc23)CC1,105.3,103.5,86.7,80.9,82.6,117.8,101.7,·,124.9
O=C(O)c1ccc(O)c(CN2CCN(c3cc4c(cc3F)c(=O)c(C(=O)O)cn4C3CC3)CC2)c1,87.7,79.5,71.8,55.2,80.2,79.7,93.0,79.0,85.0
Cc1ccnc2c1NC(=O)c1cccnc1N2C1CC1,114.2,·,91.9,88.1,·,109.3,106.1,111.2,102.3
Cc1c2n(c3ccccc13)Cc1cnnn1C(C(=O)c1ccc(Br)cc1)=C2,91.0,81.8,91.3,62.1,81.3,80.8,105.1,90.3,126.1
Oc1c(CN2CCOCC2)cc(CN2CCOCC2)c(O)c1O,98.8,127.0,104.9,92.8,102.7,121.6,106.0,101.7,96.4
NC(N)=N/N=C(\c1ccccc1)c1ccccn1,114.0,105.4,108.8,96.1,103.9,116.1,101.3,100.9,111.1
Brc1ccc(/C=N/Nc2ncnc3sc4c(c23)CCNC4)cc1,84.8,·,85.9,71.5,92.6,79.4,86.9,95.1,112.4
N=c1c2c(-c3ccccc3)cn(-c3ccccc3)c2nc2[nH]/c(=C\c3ccc(Cl)cc3)c(=O)n12,98.9,102.8,79.7,68.1,80.5,104.5,104.5,102.6,114.6
Cc1nc2ccc(Br)cn2c1-c1nnc(SCc2ccc(C#N)cc2)o1,78.5,91.4,82.1,76.8,82.6,85.6,92.0,73.0,118.9
COc1ccc(C(=O)c2cc(C)c(OC)c(C)c2)c(OC)c1O,22.5,45.8,39.5,36.6,-9.4*,35.4,2.0*,15.2,58.5
Cc1cc(Cl)ccc1O/C(=C\C(=O)O)C(=O)O,103.0,104.4,88.6,88.7,115.0,100.2,109.9,99.9,99.0
Cc1cccc2cc3c(nc12)Nn1c(nnc1-c1ccc[nH]c1=S)SC3,102.3,110.5,85.3,84.7,86.4,·,109.5,99.0,107.5
O=C(O)c1ccc(CN2C(=O)NC3(C2=O)c2ccccc2-c2ccccc23)cc1,102.7,95.2,93.8,86.5,88.7,97.5,102.8,91.7,94.7
COC(=O)C1=C(C(=O)OC)C2C=CC1C1C(OC(C)=O)C(OC(C)=O)C21 (stereo not drawn),100.9&104.8,114.1&102.9,94.6&111.1,91.7&90.7,94.2&100.4,109.6&108.1,109.4&105.4,109.6&100.6,119.4&103.4
CCCN(CCC)CC(C)(C)C(O)c1ccc(OC)c2ccccc12 (stereo not drawn),97.6,79.7,95.0,56.1,90.1,99.0,83.4,97.9,100.0
CCOC(=O)c1cc(C(=O)c2cc(OC)cc(OC)c2)n2c1ccc1c3ccccc3ccc12,46.5,82.5,71.5,88.2,78.5,107.8,52.1,86.0,95.4
CN1CCN(C(=O)c2cc(-c3ccc4ncnc(N5CCc6cc(F)c(Cl)cc65)c4c3)cnc2N)CC1,5.3*,-8.4*,-33.3*,3.9*,2.5*,-48.9*,8.8*,2.3*,-14.2*
Cc1cc(C)nc(NS(=O)(=O)c2ccc(NC3Nc4nc5ccccc5nc4S3)cc2)n1 (stereo not drawn),98.4,95.1,88.9,87.3,96.6,105.5,101.1,104.7,108.0
COc1ccc(C2CC(c3ccc4c(c3)OCO4)=NN2C=O)cc1 (stereo not drawn),102.9,106.7,101.9,87.4,·,100.2,102.0,89.5,93.4
O=C(NCCNC(=O)Nc1ccc(Cl)cc1)Nc1ccc(Cl)cc1,102.4,107.8,112.4,78.5,·,119.4,113.8,100.3,100.0
NNC(=O)C1CC2c3ccccc3C1c1ccccc12 (stereo not drawn),116.7,115.9,103.5,93.8,87.0,116.4,115.1,104.9,97.5
COc1c(F)ccc(C(=O)Nc2ccc3nc(NC(=O)C4CCCN(S(=O)(=O)c5ccc(C(C)(C)C)cc5)C4)sc3c2)c1F (stereo not drawn),63.4,80.3,69.3,44.3,66.7,14.9,57.3,56.0,93.6
Cc1ccc(C2=NN(c3nc(-c4cc5ccccc5oc4=O)cs3)C(c3ccc(Cl)cc3)C2)cc1 (stereo not drawn),98.8,104.6,85.0,82.9,80.4,91.8,109.3,93.2,147.5
COc1cccc(-c2nc3sccn3c2-c2ccnc(NCCCNS(=O)(=O)c3ccc(F)cc3)c2)c1,22.6,69.9,23.9,6.8*,29.3,63.2,34.8,56.8,80.4
Oc1ccccc1C=NCC1CCC(CN=Cc2ccccc2O)CC1 (stereo not drawn),-13.8*,80.3,46.1,72.4,57.7,76.4,41.7,108.3,98.2
Cc1sc(-n2nnc(C(=O)O)c2C)c(C(=O)O)c1C,110.2,100.8,·,85.3,94.2,·,103.7,101.8,96.9
O=c1c2c3c(sc2n2cnnc2n1Cc1ccccc1)CCCC3,99.1,103.8,95.3,7.4*,79.2,101.5,97.7,100.2,114.8
NS(=O)(=O)c1ccc(-n2ncc(NC(=O)Nc3ccccc3)c2-c2ccccc2)cc1,107.2,94.6,·,85.3,90.4,116.6,64.3,99.7,86.2
CC(=O)Nc1ccc(/C=N\NC(=O)CCCC(=O)N/N=C/c2ccc(NC(C)=O)cc2)cc1,87.2,109.9,117.6,72.9,115.5,110.5,111.1,113.7,116.1

# Rewritten with values under each structure: entries from further up
# Fields – ACHN	NCI-H322M	CAKI-1	UO-31	NCI-H522	RXF 393	NCI-H460	786-0	TK-10
- Cc1cc(C)nc(NS(=O)(=O)c2ccc(NC3Nc4nc5ccccc5nc4S3)cc2)n1 (stereo not drawn)
  98.4	95.1	88.9	87.3	96.6	105.5	101.1	104.7	108.0
- COc1ccc(C2CC(c3ccc4c(c3)OCO4)=NN2C=O)cc1 (stereo not drawn)
  102.9	106.7	101.9	87.4	·	100.2	102.0	89.5	93.4
- O=C(NCCNC(=O)Nc1ccc(Cl)cc1)Nc1ccc(Cl)cc1
  102.4	107.8	112.4	78.5	·	119.4	113.8	100.3	100.0
- NNC(=O)C1CC2c3ccccc3C1c1ccccc12 (stereo not drawn)
  116.7	115.9	103.5	93.8	87.0	116.4	115.1	104.9	97.5
- COc1c(F)ccc(C(=O)Nc2ccc3nc(NC(=O)C4CCCN(S(=O)(=O)c5ccc(C(C)(C)C)cc5)C4)sc3c2)c1F (stereo not drawn)
  63.4	80.3	69.3	44.3	66.7	14.9	57.3	56.0	93.6
- Cc1ccc(C2=NN(c3nc(-c4cc5ccccc5oc4=O)cs3)C(c3ccc(Cl)cc3)C2)cc1 (stereo not drawn)
  98.8	104.6	85.0	82.9	80.4	91.8	109.3	93.2	147.5
- COc1cccc(-c2nc3sccn3c2-c2ccnc(NCCCNS(=O)(=O)c3ccc(F)cc3)c2)c1
  22.6	69.9	23.9	6.8*	29.3	63.2	34.8	56.8	80.4
- Oc1ccccc1C=NCC1CCC(CN=Cc2ccccc2O)CC1 (stereo not drawn)
  -13.8*	80.3	46.1	72.4	57.7	76.4	41.7	108.3	98.2
- Cc1sc(-n2nnc(C(=O)O)c2C)c(C(=O)O)c1C
  110.2	100.8	·	85.3	94.2	·	103.7	101.8	96.9
- O=c1c2c3c(sc2n2cnnc2n1Cc1ccccc1)CCCC3
  99.1	103.8	95.3	7.4*	79.2	101.5	97.7	100.2	114.8
- NS(=O)(=O)c1ccc(-n2ncc(NC(=O)Nc3ccccc3)c2-c2ccccc2)cc1
  107.2	94.6	·	85.3	90.4	116.6	64.3	99.7	86.2

# Next section:
SMILES,ACHN,NCI-H322M,CAKI-1,UO-31,NCI-H522,RXF 393,NCI-H460,786-0,TK-10
O=C(Nc1cccc(Cl)c1)Nc1nc2ccc([N+](=O)[O-])cc2s1,5.6*,8.7*,3.4*,7.3*,3.0*,-26.4*,2.8*,8.7*,-2.8*
O=[N+]([O-])c1ccc(-c2cs/c(=N\N=C\c3ccc(Cl)cc3)n2/N=C/c2ccc(Cl)cc2)cc1,104.0,98.1,·,106.5,57.9,81.0,94.3,77.0,83.2
CC(=O)OCC1O[C@@H](OC(C)=O)[C@@H](NC(=O)NS(=O)(=O)c2ccccc2Cl)C(OC(C)=O)[C@@H]1OC(C)=O (stereo partly drawn),107.3,103.1,98.5,90.2,100.1,105.8,116.3,101.1,91.4
CC(=O)C(C(C)=O)c1nc2sc3cccc(Cl)c3n2c(=N)c1C#N,97.8,97.7,87.7,60.6,92.9,166.0,100.3,·,138.4
COc1ccc(NC(=O)c2ccc(NC3=C(c4ccccc4)C(=O)N(C)C3=O)cc2)cc1,72.0,90.5,85.8,87.2,19.2,73.0,90.8,86.4,78.1
CC(=O)c1ccc2c(c1)CCCC2,95.1,88.2,·,89.5,86.6,·,102.0,84.1,103.9
CN(C)c1ccc(/C=N/NC(=O)C[N+](C)(C)C)cc1,107.3,110.2,104.1,87.7,96.3,122.0,114.3,109.7,108.5
O=C(Nc1ccc2oc(=O)ccc2c1)c1cc(C(F)(F)F)cc(C(F)(F)F)c1,100.9,98.4,96.7,78.5,99.5,116.6,98.5,104.5,144.9
CSc1ccncc1C(O)c1cccc(C(F)(F)F)c1 (stereo not drawn),96.1,102.4,86.7,91.4,91.8,·,105.9,88.4,97.4
c1ccc(C(c2ccccc2)C(c2ccccc2)c2ccccc2)cc1,97.3,97.1,70.5,81.3,·,102.3,89.5,98.3,92.2
